Bioassay records from PubChem BioAssay.
N370S GC: N370S glucocerebrosidase modulation, Gaucher chaperone candidate. AID 2101. 330,000 compounds, 0.092% hits. Potency, µM (titrated, usually from 59.4 µM), for the others: at the highest dose activity change, negative = inhibition, actives largely listed as inhibitors. N370S GC spleen homogenate, 4MU-glucoside fluorescence. P04062;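 further: 0% = full enzyme activity and -100% = no enzyme basal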
FEN1 inhibitor: blocks human flap endonuclease 1; P39748; Recombinant FEN1 flap cleavage, fluorescence, 15 min; Potency, µM (highest dose often 114 µM), for inactives: top-dose activity change, negative = inhibition, actives largely listed as inhibitors; 390,000 compounds, 0.35% hits; AID 588795; further: nearly all actives have a fitted effect of over 65% in size
Target sequence (P39748 whole entry, looked up): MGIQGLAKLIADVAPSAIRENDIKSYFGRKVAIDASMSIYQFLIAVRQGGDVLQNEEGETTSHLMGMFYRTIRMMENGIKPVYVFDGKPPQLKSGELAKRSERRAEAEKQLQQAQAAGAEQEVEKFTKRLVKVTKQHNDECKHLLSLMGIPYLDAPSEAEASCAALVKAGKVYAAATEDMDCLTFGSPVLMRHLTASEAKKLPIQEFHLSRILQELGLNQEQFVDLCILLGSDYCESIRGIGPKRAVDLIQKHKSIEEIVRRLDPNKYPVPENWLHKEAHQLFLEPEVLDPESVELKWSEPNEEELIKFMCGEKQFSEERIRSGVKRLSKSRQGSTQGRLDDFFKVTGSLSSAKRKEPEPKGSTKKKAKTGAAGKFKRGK
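Compounds are tested as a concentration series against 10 nM FEN1; after a 15 min room-temperature preincubation, 50 nM substrate starts cleavage, with plate reads at 0 and 15 min. Normalized responses are fitted by a Hill equation.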
TDP1 cell CPT: DT40-hTDP1 cell growth loss with CPT; AID 686979; 420,000 compounds, 12% hits; chicken DT40 Tdp1-/-;hTDP1 cells + 20 nM CPT, ATP luminescence, 48 h; Potency, µM (highest dose often 46.2 µM), for inactives: top-dose activity change, negative = growth inhibition, actives largely listed as inhibitors; further: nearly all actives have a fitted effect of over 55% in size
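Chicken DT40 Tdp1-/- cells complemented with human TDP1, 400 cells/well, exposed to compounds plus 20 nM camptothecin for at least 48 h at 37 C; viability read as ATP content by CellTiter-Glo luminescence.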
* marks the source's active call; other numbers are inactive results; ? = inconclusive; . = no result given; & = joins results of further samples; [ ] = remark or other dose. The call rests on the fitted dose curve; in most records, active means well fitted curve in the direction sought with a large enough effect; inconclusive means small, poorly fitted or top-dose-only effect, or another doubt; inactive means no such curve, though single readings can be large; an effect the other way counts as inactive or inconclusive. Unless noted, on the % scale 0 is the no-effect control and ±100 the full control effect; potency means the concentration at half of the fitted maximal effect.

SMILES	N370S GC	FEN1 inhibitor	TDP1 cell CPT
CC(=O)c1cccc(S(=O)(=O)N2CCC(C(=O)O)(c3ccccc3)CC2)c1	1%	2%	-8%
Cc1cc(C(F)(F)F)nc(SCCN2CCCCC2)c1C#N	-1%	11%	-9%
COCC(C)n1c(SCC(=O)NNC(=O)c2ccccc2)nc2ccccc2c1=O (stereo unspecified)	-2%	-9%	3%
O=C(Nc1ccc(F)cc1F)c1cc(-c2ccco2)on1	12%	-12%	-23%
CCOc1ccc(CCNC(=O)c2ccc(CS(=O)(=O)Cc3ccccc3Cl)o2)cc1OCC	.	0%	16µM*
COc1cc(CNc2ccccc2SC)ccc1O	-1%[2.35 µM]	-13%	-30%
N#Cc1cccc(NC(=O)Cn2cnc(S(=O)(=O)N3CCc4ccccc43)c2)c1	1%	5%	-23%
CN(CC(=O)Nc1cccc(F)c1)CC(=O)N(C)c1c(N)n(Cc2ccccc2)c(=O)[nH]c1=O	.	-11%	1%
O=C(c1c(F)cccc1F)N1CCC(O)(c2cccnc2)CC1	0%	11%	3%
Cc1ccc(S(=O)(=O)NNC(=O)Nc2ccc(C)c(C)c2)c(C)c1	-2%	-1%	?
CCOC(=O)c1ccc(N2C(=O)c3n[nH]c(C)c3C2c2ccc(O)c(OC)c2)cc1 (stereo unspecified)	.	4%	?
COc1ccc(Cn2nnc3c(=O)[nH]c(C4CCN(S(=O)(=O)c5ccc(C)cc5)CC4)nc32)cc1	-5%	7%	?
CC(=O)NNC(=S)NC(=O)c1ccccc1	-8%	-8%	?
CN=C(Nc1cc(C)nn1-c1ccccc1)c1ccccc1F	6%	-8%	-7%
COc1cccc(NC(=O)Cn2c(=O)n(-c3ccccc3)c(=O)c3ccc(C(=O)NCc4ccc5c(c4)OCO5)cc32)c1	.	-5%	?
O=C(COC(=O)COc1cccc(Br)c1)Nc1c(Cl)cccc1Cl	-7%	0%	-8%
O=C(Nc1cccc(C(=O)O)c1)/C(=C\c1ccccc1)NC(=O)c1cccc2ccccc12	3%	-5%	-1%
Cc1ccc(S(=O)(=O)N2CCN(C(=O)[C@H](Cc3ccccc3)NC(=O)c3ccco3)CC2)cc1	.	-13%	?
O=C(NC1CCCCC1)c1ccc(CSc2nc3cccnc3n2Cc2ccc(F)cc2)cc1	.	-5%	?
CCN1CCN(CCNC(=O)c2ccc3c(c2)N(Cc2ccc(F)cc2)C(=O)c2ccccc2S3=O)CC1 (stereo unspecified)	-6%	-3%	-30%
CC1(NC(=O)CSc2nnc(-c3ccco3)n2Cc2ccccc2)CCS(=O)(=O)C1 (stereo unspecified)	.	-11%	5%
CCOC(=O)c1ccccc1NC(=O)COC(=O)C1CCCC1	15%	0%	-18%
Cc1cc(CNC(=O)c2cc(-c3ccccc3)nc3ccccc23)nn1C	8%	0%	?
S=C(Nc1ccccc1)Nc1nc2ccccc2n1CCOc1ccc(Br)cc1	2%	11%	-16%
CN(CCc1cn[nH]c1)C(=O)CC1C(=O)NCCN1Cc1cccc(Oc2ccccc2)c1 (stereo unspecified)	-4%	11%	-25%
C=CCn1c(O)c(CN2CCCCC2)c(C)c(C#N)c1=O	5%	-23%	4%
Cc1ccc(NC(=S)N2CCC(N(C)CC3CCCO3)CC2)cc1 (stereo unspecified)	-4%	8%	4%
CCc1ccc(OCC(=O)N(Cc2ccc(C)o2)C2CCS(=O)(=O)C2)cc1 (stereo unspecified)	.	-1%	?
CCn1cc(Cl)c(C(=O)N2N=C(c3ccc4ccccc4c3)CC2c2ccccc2O)n1 (stereo unspecified)	20%	-2%	?
Cc1ccc(S(=O)(=O)N2CCCCC2)cc1NC(=O)COC(=O)C1(C)CC1(Cl)Cl (stereo unspecified)	.	-13%	0%
Cc1noc(C)c1COC(=O)c1cc(=O)[nH]c2ccccc12	7%[2.35 µM]	-10%	0%
N#C/C(=C(/O)CCl)c1nc(-c2ccccc2)cs1	-15%	-6%	13µM*
O=C(N/N=C/C(Cl)=C/c1ccccc1)c1ccccc1F	-7%	-2%	?
CC(C)CNS(=O)(=O)c1cc(C(=O)OC2CCOC2=O)c(Cl)cc1Cl (stereo unspecified)	6%	-9%	-3%
Cc1ccc(S(=O)(=O)c2cc3ccccc3nc2N)cc1	7%	1%	-13%
Cc1cc(O)c(/C=N/Nc2ccccc2Cl)c(=O)o1	-2%	-18%	1%
O=C(Cn1cc(C(F)(F)F)cc(Cl)c1=O)Nc1ccc(N2CCOCC2)cc1	7%	6%	1%
CN(Cc1c(C(=O)N/N=C/c2cc(F)ccc2F)nnn1-c1nonc1N)C1CCCCC1	-6%	-11%	?
COc1ccc(C(=O)NC(=S)Nc2ccc(CN3CCOCC3)cc2)cc1Br	-16%	?	?
COc1ccc(CNC(=O)COc2ccc(F)cc2)cc1	2%	17%	6%
O=C(CCCn1c(=O)c2cccn2c2cccnc21)NCc1ccccc1Br	.	12%	-23%
COc1cc(-c2c(C#N)c(N)nc3c2CCCC3)ccc1O	-13%	-1%	15µM*
CCCCN(CC)CCNC(=O)Cn1cnc2sc(C)c(S(=O)(=O)N3CCC(C)CC3)c2c1=O	-12%	-1%&-13%	3%&-6%
Cc1ccc(-n2c(=O)c3sc4ccccc4c3n(C)c2=O)cc1F	.	-11%	-19%
C=CCNC(=O)C1CC1(c1ccc(C)cc1)c1ccc(C)cc1 (stereo unspecified)	-7%	-13%	2%

A portion of the results above, as a working copy:
SMILES	N370S GC	FEN1 inhibitor	TDP1 cell CPT
CCn1cc(Cl)c(C(=O)N2N=C(c3ccc4ccccc4c3)CC2c2ccccc2O)n1 (stereo unspecified)	20%	-2%	?
Cc1ccc(S(=O)(=O)N2CCCCC2)cc1NC(=O)COC(=O)C1(C)CC1(Cl)Cl (stereo unspecified)	.	-13%	0%
Cc1noc(C)c1COC(=O)c1cc(=O)[nH]c2ccccc12	7%[2.35 µM]	-10%	0%
N#C/C(=C(/O)CCl)c1nc(-c2ccccc2)cs1	-15%	-6%	13µM*
O=C(N/N=C/C(Cl)=C/c1ccccc1)c1ccccc1F	-7%	-2%	?
CC(C)CNS(=O)(=O)c1cc(C(=O)OC2CCOC2=O)c(Cl)cc1Cl (stereo unspecified)	6%	-9%	-3%
Cc1ccc(S(=O)(=O)c2cc3ccccc3nc2N)cc1	7%	1%	-13%
Cc1cc(O)c(/C=N/Nc2ccccc2Cl)c(=O)o1	-2%	-18%	1%
O=C(Cn1cc(C(F)(F)F)cc(Cl)c1=O)Nc1ccc(N2CCOCC2)cc1	7%	6%	1%
CN(Cc1c(C(=O)N/N=C/c2cc(F)ccc2F)nnn1-c1nonc1N)C1CCCCC1	-6%	-11%	?
COc1ccc(C(=O)NC(=S)Nc2ccc(CN3CCOCC3)cc2)cc1Br	-16%	?	?
COc1ccc(CNC(=O)COc2ccc(F)cc2)cc1	2%	17%	6%
O=C(CCCn1c(=O)c2cccn2c2cccnc21)NCc1ccccc1Br	.	12%	-23%
COc1cc(-c2c(C#N)c(N)nc3c2CCCC3)ccc1O	-13%	-1%	15µM*
CCCCN(CC)CCNC(=O)Cn1cnc2sc(C)c(S(=O)(=O)N3CCC(C)CC3)c2c1=O	-12%	-1%&-13%	3%&-6%
Cc1ccc(-n2c(=O)c3sc4ccccc4c3n(C)c2=O)cc1F	.	-11%	-19%
C=CCNC(=O)C1CC1(c1ccc(C)cc1)c1ccc(C)cc1 (stereo unspecified)	-7%	-13%	2%

Next section:
SMILES	N370S GC	FEN1 inhibitor	TDP1 cell CPT
O=C(Nc1nc(-c2ccccc2)cs1)c1cccc([N+](=O)[O-])c1C(=O)O	-1%	-12%	-4%
COc1ccc(NCC(O)Cn2cnc3c2c(=O)n(C)c(=O)n3C)cc1 (stereo unspecified)	8%	-6%	?
Cc1noc(C)c1-c1cc(Nc2ccccc2)ncn1	4%	.	?
CCCCN(C)C(=O)c1cn(-c2cccc(OC)c2)c(=O)c2ccccc12	-6%	18%	-2%
CCc1ccccc1NC(=O)Nc1cc(C(=O)NCc2ccccc2OC)ccc1N1CCCC1	.	2%	15µM*
O=C(Nc1ccc(-c2csnn2)cc1)C(Cl)(Cl)Cl	6%	-10%	16µM*
CCn1ccnc1CN(C)Cc1cn(-c2ccc(C)cc2)nc1-c1cccc(C)c1	?	-9%	?
COc1ccc(NC(=O)N2CCc3c([nH]c4ccc(OC)cc34)C2c2ccc(OC)cc2)cc1 (stereo unspecified)	.	9%	?
COc1ccccc1CNc1cc(-c2ccccc2CN(C)C)ncn1	-9%	.	-24%
Cc1ccccc1NC(=O)c1c(C)nc(SCC(=O)OCc2ccccc2)c(C#N)c1-c1ccc(F)cc1	2%	4%	?
Clc1cncc(Cl)c1NNc1c2ccccc2nc2ccccc12	?	-3%	?
CCCn1c2ccc(F)cc2c2nnc(SCCN3CCOCC3)nc21	-2%	15%	18µM*
CCCCN(CC)CCCNC(=O)c1ccc2c(c1)N(Cc1ccc(C)cc1)C(=O)c1ccccc1S2	.	-4%	5.8µM*
CCOC(=O)c1ccc(NC(=S)N(CCN2CCCCCC2)Cc2cccs2)cc1	-22%	-12%	?
COc1cc(OC)c(NS(=O)(=O)c2cc3c(cc2C)N(C(C)=O)CCO3)cc1Cl	.	-2%	-24%
COc1ccc(C2CC(=O)c3cc(-c4nc(-c5ccc(Cl)cc5)cs4)c(=O)[nH]c3C2)cc1 (stereo unspecified)	.	14%	-6%
CCc1ccc2nc(N=C(N)N)nc(C)c2c1	-4%	?	10µM*
CCCCCCCCCS(=O)(=O)Nc1cc(C)ccn1	5%	-7%	-23%
CCc1nc(SCC(=O)Nc2ccc3c(c2)OCCO3)c2oc3ccccc3c2n1	-3%	-1%	?
COC(=O)C1CN(C(=O)c2ccc(OC(F)F)cc2)c2ccccc2O1 (stereo unspecified)	-1%	6%	6%
Cc1cc(C(F)(F)F)n(-c2nc(C(=O)NN)cs2)n1	8%	-3%	-10%
O=C(CN(c1ccc(F)cc1)S(=O)(=O)c1ccc2c(c1)OCCO2)NCC1CCCO1 (stereo unspecified)	-2%	-6%	-16%
CC1CCc2c(sc(NC(=O)c3nc4ncccn4n3)c2C#N)C1 (stereo unspecified)	-1%	2%	-24%
Cc1cc(NC(=O)CSc2nc3ccc(Cl)cc3[nH]2)no1	-1%	-1%	-6%
O=C(NCCCCc1ccccc1)C1CC(c2cc(C(F)(F)F)cc(C(F)(F)F)c2)=NO1 (stereo unspecified)	-2%	?	-6%
Cc1ccc2[nH]c(C(=O)N/N=C/c3ccccc3C(=O)O)c(-c3ccccc3)c2c1	-1%	-3%	11%
CCc1nnc2n1N=C(c1ccc([N+](=O)[O-])cc1)CS2	-3%	3%	0%
COc1ccccc1OCC(=O)OCc1cc(-c2ccco2)on1	.	8%	-10%
CC(C)CCn1c(C(C)O)nc2ccccc21 (stereo unspecified)	-1%	-4%	-6%
Cc1ccc(S(=O)(=O)N(C)c2ccc(C)c([N+](=O)[O-])c2)cc1	1%	-4%	?
COc1ccc(Br)cc1CN(C)C(=O)Cc1ccc(OC)c(S(=O)(=O)N2CCOCC2)c1	.	-2%	?
CC1CCN(C(=O)Cn2c(SCC(=O)Nc3nccs3)nc3ccccc32)CC1	-2%	4%	-29%
CCN(CC)CCN(C(=O)c1ccc2c(c1)CCCC2)c1nc2ccc(OC)cc2s1	-10%	-6%	18µM*
Cc1nn2c(-c3ccco3)ccnc2c1-c1ccc(F)cc1	.	-3%	-18%
CC(=O)N=c1sccn1CC(O)c1ccccc1 (stereo unspecified)	-15%	-9%	-29%
COC(=O)c1cnc(N2CCOCC2)nc1C(F)(F)F	5%	-9%	4%
Cc1ccc(S(=O)(=O)N(C)CC(=O)NCC(c2ccc(F)cc2)N2CCOCC2)cc1 (stereo unspecified)	.	3%	?
COc1ccc(CN(C(=O)CCC(=O)Nc2cc(C)on2)C(C(=O)NC(C)(C)C)c2cccc(OC)c2OC)cc1 (stereo unspecified)	-8%	-15%	-21%
O=C(Nc1ccc(N2CCOCC2)cc1)c1cnsn1	1%	-14%	2%
CC(=O)c1ccc(OCC(O)CN2CCN(c3ccccn3)CC2)cc1 (stereo unspecified)	-17%	-2%	-1%
O=C1Cc2ccccc2Sc2c(OCCN3CCCCC3)cccc21	9%	-9%	?
O=c1ccc2cc(S(=O)(=O)Nc3ccc(F)cc3)ccc2o1	-1%	1%	-18%
COc1ccc(NC(=O)CSc2nnc(CNC(=O)COc3ccc(Cl)cc3)o2)c(OC)c1	?	-4%	-4%
CCN1C(=O)CC(N2CCN(C(c3ccccc3)c3ccccc3)CC2)C1=O (stereo unspecified)	1%	-14%	-7%
COc1ccc(OC)c(C(c2nnnn2C2CCCC2)N2CCN(c3ccccc3)CC2)c1 (stereo unspecified)	-15%	-1%	?
O=C1OC(c2ccccc2)(c2cc(Br)ccc2O)c2ccccc21 (stereo unspecified)	.	?	18µM*
CC1CCCCC1NC(=O)CCNS(=O)(=O)c1ccc(Cl)cc1 (stereo unspecified)	5%	-1%	?

These rows are one share of the data; rates above refer to the full screens.
